ADAM10 inh: inhibitors of human ADAM10; O14672; recombinant ADAM10, EDANS/DABCYL FRET peptide cleavage, 3 h; inhibition, % at 7 µM; actives 0.62% (n = 370,000); AID 720582;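 active = inhibition above a per-campaign cutoff equal to the mean of compounds falling between control-based bounds plus 3 SD, cut at about 20% in these data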;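 note: 0% = DMSO wells while the 100% control is not disclosed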
ssDAF12 agonist: activators of S. stercoralis DAF-12 nuclear receptor | activation, % at 6.8 µM | actives 1% (n = 370,000) | HEK293 ssDAF-12/GRIP1 lit1-tk-luc reporter, luminescence; % of 3 µM dafachronic acid response;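 active = activation above the mean over all tested compounds plus 3 SD, cut at about 0.9% in these data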;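 note: 0% = DMSO-only wells and 100% = 3 µM delta7-dafachronic acid wells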
SMARCA2 activ: increases SMARCA2 function in MMTV reporter cells; MG213 cells, MMTV-luciferase reporter, dexamethasone, overnight; activation, % at 9.1 µM; actives 1% (n = 370,000); AID 652017; in the data active = activation above about 7.8%;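 note: 0% = vehicle wells and 100% = reference activator wells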
NPR1 activator: GC-A (human) enzyme activation | P16066 | actives 0.14% (n = 370,000) | activation, % at 10 µM | HEK293 GC-A cells, cGMP TR-FRET, EC30 ANP; 0% at EC30 ANP, 100% saturating ANP; in the data active = activation above about 40%
DAX1 inh-1: inhibitors of human orphan nuclear receptor DAX1 (NR0B1); P51843; inhibition, % at 6.75 µM; actives 0.99% (n = 340,000); AID 504766; HEK293 Gal4-DAX1 luciferase reporter, luminescence;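 active = inhibition above the mean over all tested compounds plus 3 SD, cut at about 4.2% in these data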;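 note: 0% = DAX1-transfected cells with DMSO and 100% = empty-vector control cells with DMSO; inhibition shows as a rise in luminescence from relieved DAX1 repression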
Target sequence (P51843 207-470 limits assumed): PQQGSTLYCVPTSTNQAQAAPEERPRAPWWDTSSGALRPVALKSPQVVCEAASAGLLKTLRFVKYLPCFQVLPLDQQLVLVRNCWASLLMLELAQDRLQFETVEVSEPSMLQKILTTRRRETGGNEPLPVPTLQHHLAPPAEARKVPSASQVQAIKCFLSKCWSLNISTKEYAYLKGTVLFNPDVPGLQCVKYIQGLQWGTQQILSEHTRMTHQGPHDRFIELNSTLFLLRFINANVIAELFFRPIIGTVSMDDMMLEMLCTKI
hcDAF-12 act: activators of H. contortus DAF-12 nuclear receptor. HEK293 hcDAF-12 lit1-tk-luc reporter, luminescence; 0% DMSO, 100% Δ7-dafachronic acid. activation, % at 6.8 µM. actives 1.4% (n = 370,000);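 active = activation above the mean of all tested compounds plus 3 SD, cut at about 5.5% in these data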;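 note: 100% = response to 3 µM Δ7-dafachronic acid high control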
PG9 Ab binder: binds the HIV-1 gp120 antibody PG9; TR-FRET gp120-PG9 antibody binding; inhibition, % at 6.7 µM; actives 0.43% (n = 360,000); AID 624416; in the data active = inhibition above about 8.5%
ADAM17 inh: inhibitors of human ADAM17 | inhibition, % at 6.95 µM | recombinant ADAM17, EDANS/DABCYL FRET peptide cleavage | actives 0.83% (n = 370,000) | P78536;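 active = inhibition above the mean of compounds lying between control limits plus 3 SD, set per campaign, cut at about 8.5% in these data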;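 note: 0% = DMSO-only wells as the low control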
Target sequence (P78536 215-824 limits assumed): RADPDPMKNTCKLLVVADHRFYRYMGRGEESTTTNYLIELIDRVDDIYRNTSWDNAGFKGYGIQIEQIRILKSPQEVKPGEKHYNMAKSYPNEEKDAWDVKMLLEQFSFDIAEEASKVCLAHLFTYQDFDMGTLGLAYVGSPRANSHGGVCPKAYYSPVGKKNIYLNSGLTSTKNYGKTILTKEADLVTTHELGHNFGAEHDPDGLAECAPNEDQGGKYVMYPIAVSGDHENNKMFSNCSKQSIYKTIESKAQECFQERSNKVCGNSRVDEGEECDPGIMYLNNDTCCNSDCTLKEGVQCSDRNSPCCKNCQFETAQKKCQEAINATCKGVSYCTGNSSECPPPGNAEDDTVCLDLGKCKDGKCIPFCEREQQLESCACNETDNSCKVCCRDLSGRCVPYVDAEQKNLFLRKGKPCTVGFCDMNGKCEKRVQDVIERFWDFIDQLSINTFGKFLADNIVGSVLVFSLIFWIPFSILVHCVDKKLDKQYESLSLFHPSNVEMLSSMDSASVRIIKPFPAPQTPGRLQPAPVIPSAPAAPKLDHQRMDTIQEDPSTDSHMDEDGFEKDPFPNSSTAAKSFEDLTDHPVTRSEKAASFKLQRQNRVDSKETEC
hgDAF-12 ag: hgDAF-12 agonism, primary luciferase screen | HEK293 GAL4-hgDAF12 UAS-luciferase reporter, agonist luminescence; normalized to butyrate control | activation, % at 6.8 µM | actives 1.8% (n = 370,000);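 active = activation above a cutoff set at the mean of all screened compounds plus 3 SD, cut at about 10% in these data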;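 note: 0% = DMSO wells and 100% = sodium butyrate wells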
DAX1 inh-2: blocks DAX1 repression of SF-1 activated StAR promoter. HEK293T StAR-luciferase reporter, SF-1/DAX-1 repression relief. actives 1.1% (n = 370,000). AID 652010. inhibition, % at 6.8 µM;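 active = inhibition above the mean over all tested compounds plus 3 SD, cut at about 3.6% in these data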;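 note: 0% = DAX-1 cells with DMSO and 100% = cells lacking DAX-1 with DMSO; higher inhibition means more luminescence from relief of DAX-1 repression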
GAA850 FXN act: activators of GAA850 frataxin (FXN) promoter. HEK293 lucGAA850 FXN promoter luciferase reporter, 24 h; percent of 10 µM SAHA response. activation, % at 6 µM. actives 0.56% (n = 360,000);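 active = activation above the average of all compounds screened plus 3 SD, cutoff fixed separately per campaign, cut at about 7.5% in these data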;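 note: 0% = DMSO wells and 100% = 10 µM SAHA wells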
The depositor's hits bear a star; i = inactive; x = not tested or not shown.

SMILES | ADAM10 inh | ssDAF12 agonist | SMARCA2 activ | NPR1 activator | DAX1 inh-1 | hcDAF-12 act | PG9 Ab binder | ADAM17 inh | hgDAF-12 ag | DAX1 inh-2 | GAA850 FXN act
CC(C)OCCCNC(=O)c1ccc(CS(=O)(=O)Cc2ccccc2F)o1 | 4.7 | -2.1 | 5.8 | 0.6 | 0.2 | -0.8 | -0.9 | 2.4 | 0.5 | -0.1 | -1.1
CCOc1ccc(C(C)NC(=O)c2ccccc2F)cc1 (configuration not stated) | -2.3 | -1.1 | -0.8 | 2.6 | -1.4 | -2.2 | -2.1 | 1.6 | -1.9 | -0.5 | 0.6
CC(C)Sc1nc2[nH]ncc2c(=O)[nH]1 | -0.4 | -1.2 | 0.9 | -2.9 | -1.2 | -0.2 | -2.9 | 1.7 | -2.3 | 0.1 | 2.3
Cc1ccc2c(Cl)c(C(=O)NCCc3ccccc3)sc2c1 | -3.2 | -1.1 | 1.9 | -2.7 | 0.4 | 2.9 | 4.1 | -1.2 | 7.9 | 3.5 | 6.0
CCc1ccc(OC(C)C(=O)Nc2ccc(S(=O)(=O)Nc3cc(C)on3)cc2)cc1 (configuration not stated) | -2.8 | -1.1 | 1.5 | 4.1 | 0.1 | -0.7 | -1.0 | -0.2 | -0.3 | 0.0 | 0.4
O=C1NC2(CCCCC2)C(=O)N1Cc1cccc(C(F)(F)F)c1 | 7.6 | -0.8 | -1.0 | 3.1 | 1.9 | -1.4 | -0.9 | 6.1 | -2.1 | 0.1 | -1.0
Cc1ccc(CC2CC(=O)N(c3cc(Cl)ccn3)C2=O)cc1 (configuration not stated) | 7.8 | -1.3 | -3.0 | -0.4 | 1.2 | -1.5 | 1.0 | -5.9 | 1.0 | -0.4 | -2.3
CCOC(=O)c1[nH]c(C)c(C(=O)OCC(=O)Nc2sc3c(c2C#N)CCCCC3)c1C | -4.0 | -1.1 | -0.1 | -3.7 | -0.7 | 0.0 | -0.7 | 0.4 | -2.9 | 0.1 | -0.1
COc1ccc(Br)cc1S(=O)(=O)N1CCN=C1c1ccccc1 | -0.3 | -1.1 | -1.7 | 1.3 | 0.4 | 0.9 | 2.1 | 2.1 | -1.5 | 0.6 | -0.6
CSCCC(NC(=O)c1ccc(=O)n(C)n1)c1nc2ccccc2[nH]1 (configuration not stated) | -3.8 | -0.6 | -2.8 | -6.0 | -0.4 | 1.6 | -0.9 | -0.7 | -1.4 | -0.8 | 0.6
COc1ccccc1/C=N/NC(=O)C(NC(=O)c1ccccc1)=C(C)C | 4.7 | -0.2 | -2.3 | -3.4 | -1.0 | 0.9 | -2.7 | 2.0 | -0.2 | 1.2 | 2.2
COc1ccc(N2CCN(C3CCCN(C(=O)CN4CCOC4=O)C3)CC2)cc1 (configuration not stated) | -10.9 | -1.1 | -1.7 | 2.5 | -0.2 | -1.6 | -1.5 | 0.5 | -0.3 | -0.3 | 0.2
COC(=O)[C@H]1[C@H](C(=O)OC)[C@@H](C(=O)OC)N(c2ccc(OC)cc2)[C@@H]1C(=O)OC | 6.3 | -1.2 | -4.0 | -1.3 | 1.3 | -1.1 | -5.7 | 4.1 | 0.7 | -0.4 | 2.1
O=C(NC1CCCC1)c1ccc(Cl)s1 | -6.9 | -0.7 | 1.9 | -1.1 | 0.5 | -0.3 | -0.1 | -0.5 | 0.9 | -0.9 | 0.9
Cc1cc(C(=O)N/N=C/c2cccc([N+](=O)[O-])c2O)n[nH]1 | 2.2 | -1.4 | -2.3 | 0.8 | -1.9 | -1.5 | -3.7 | 3.4 | 1.3 | 0.4 | 3.5
CCn1c(SCC(=O)NNC(=O)Cc2ccccc2)nnc1-c1ccncc1 | -1.5 | -1.3 | 0.9 | 2.5 | 0.7 | -0.3 | 0.8 | -5.5 | -1.6 | 0.3 | 0.4
Cc1ccc(S(=O)(=O)c2nc(-c3ccc(F)cc3)oc2N2CCOCC2)cc1 | -4.3 | -0.9 | 11.5* | -0.5 | -0.7 | 1.6 | -4.0 | -2.2 | -2.2 | 0.0 | 0.5
Clc1ccc(OCCOCCOc2cccc3cccnc23)c(Br)c1 | 13.4 | -1.2 | -3.7 | -3.9 | -0.8 | -3.0 | -1.2 | 8.9* | -3.5 | -0.5 | 4.7
Cc1ccc(NC(=O)CNC(=O)OCc2ccccc2)cc1C | 0.9 | -1.2 | 1.8 | 4.9 | 0.6 | 1.1 | -1.3 | -2.2 | 0.9 | -0.2 | 0.7
CCOC(=O)c1ccc(S(=O)(=O)n2c(=O)oc3ccccc32)cc1 | 0.4 | -0.9 | -3.3 | -0.6 | -0.9 | -0.7 | 0.4 | -0.2 | -2.8 | -2.3 | 0.8
CC1CCN(c2c(NCC3CCC(C(=O)N4CCCC(C)C4)CC3)c(=O)c2=O)CC1 (configuration not stated) | 0.0 | 0.2 | -5.2 | -1.4 | 0.6 | 5.3 | -2.0 | 0.8 | 1.0 | -0.3 | -1.1
CCC1Nc2ncnc(N3CCOCC3)c2N(Cc2ccccc2)C1=O (configuration not stated) | -8.9 | -1.5 | 0.3 | -1.3 | 0.8 | 0.4 | -1.6 | -7.8 | 1.2 | -0.3 | 1.0
COc1ccccc1CNC(=O)CC(NS(=O)(=O)c1ccc(C)cc1)c1ccco1 (configuration not stated) | 8.0 | -0.8 | -0.1 | 0.8 | -0.5 | -1.2 | -2.8 | 0.6 | -1.6 | -0.2 | -0.9
CCc1nnc(NC(=O)CSc2nnc(C(C)NC(=O)c3ccccc3)n2C)s1 (configuration not stated) | 2.4 | -1.2 | -1.4 | -0.5 | -0.4 | 0.6 | -2.2 | -1.7 | -0.7 | 0.3 | -0.2
Cc1ccc(NCC(O)Cn2cnc3c2c(=O)n(C)c(=O)n3C)cc1 (configuration not stated) | 3.9 | -1.4 | -4.0 | -1.6 | 0.8 | -0.6 | -3.0 | 2.2 | -1.2 | 0.9 | 1.4
COc1ccc(S(=O)(=O)N2CCc3ccccc32)cc1C(=O)N1CCN(C=O)CC1 | -13.0 | -0.1 | -4.3 | 0.0 | -0.1 | 2.0 | -0.3 | -2.0 | 2.8 | -0.9 | 1.2
CC(=O)NC(=O)NC1CSCC1OC(C)=O (configuration not stated) | 6.6 | -1.2 | -2.3 | 0.2 | 2.1 | 0.2 | -0.3 | -0.9 | -1.1 | 0.2 | 0.5
CC(C)(C)NC(=O)NC(=O)COc1ccccn1 | -5.6 | -1.5 | -2.0 | -1.5 | -0.2 | -1.5 | -1.1 | -5.1 | 2.9 | -0.2 | -2.2
COCc1cc(N2CCCCC2)nc(-c2ccccc2)n1 | 1.9 | -1.7 | -1.8 | -5.3 | -1.5 | 2.2 | -0.7 | -1.4 | 3.3 | -0.2 | 1.1
O=C1SCCC1NS(=O)(=O)c1ccc([N+](=O)[O-])cc1 (configuration not stated) | 4.8 | -0.4 | -4.9 | -0.3 | 0.6 | -1.6 | 1.3 | 1.1 | -0.3 | 0.4 | 2.3
COc1ccc(NC(=O)C2CCCN2S(=O)(=O)c2ccc3c(c2)CCC(=O)N3)cc1 (configuration not stated) | -1.0 | -0.8 | -0.6 | -1.9 | 2.0 | -1.2 | -0.9 | 1.0 | -3.7 | -0.7 | 0.4
COC(=O)C1=CN(c2ccc(C(C)(C)C)cc2)C(N)=C(C#N)C1c1ccc(OC)cc1 (configuration not stated) | -17.3 | -1.0 | -3.6 | -1.3 | x | 2.5 | 0.8 | -8.1 | -1.3 | 0.0 | x
CCOC(=O)c1cccc(NC(=O)C2CCCN(S(=O)(=O)c3cnc[nH]3)C2)c1 (configuration not stated) | -3.4 | -1.5 | -1.7 | 1.6 | -0.7 | -1.3 | -0.6 | -0.8 | -0.9 | 0.5 | 0.2
COc1cc(SC)ccc1C(=O)OCC(=O)NCC(C)C | -0.8 | -0.9 | 1.0 | 2.6 | 4.3* | -0.3 | -0.9 | 0.1 | 1.2 | 0.6 | -0.9
CCCNC(=O)C1(C)CCN(C(=O)c2ccc(OC)cc2OC)C1 (configuration not stated) | 1.3 | -1.5 | -3.0 | 3.3 | x | 0.1 | -0.4 | 5.9 | -2.5 | 1.3 | 0.9
CC(=O)OCC(O)C1(O)CCC2C3CCC4=CC(=O)CCC4(C)C3C(O)CC21C (configuration not stated) | -3.9 | -1.4 | 4.0 | 1.7 | x | -1.6 | 0.7 | -3.2 | 0.4 | 1.1 | 3.4
O=C(NCC(=O)N1CCN(S(=O)(=O)c2cccc(F)c2)CC1)c1ccc(Br)o1 | 3.2 | -0.7 | -0.6 | -0.9 | 1.7 | -0.5 | 1.4 | -5.0 | 1.8 | 0.9 | -0.4
CCn1cc(C(=O)N(C)c2cc(C)ccc2OC)c2cc(OC)c(OC)cc2c1=O | 2.6 | -0.5 | 1.4 | -6.0 | -0.5 | 1.0 | -2.4 | -1.6 | -2.0 | 0.0 | 2.0
CC(NC(C(=O)c1ccccc1)c1ccccc1)c1ccccc1 (configuration not stated) | -2.4 | -0.8 | 3.8 | -16.4 | -0.7 | 0.0 | -1.2 | -0.6 | 1.2 | -0.7 | 0.0
CCOc1ccc(CC(=O)C2C(=O)CC(C)(C)CC2=O)cc1OCC | -1.8 | -0.1 | -3.0 | -0.3 | 4.4* | 0.0 | 0.4 | 4.5 | -0.7 | 0.6 | 0.9
COC(=O)CCC(=O)N1CCc2cc(S(=O)(=O)N3CCc4ccccc43)ccc21 | 1.0 | -0.3 | -1.6 | -11.5 | -0.2 | 2.2 | -0.1 | -1.3 | -1.2 | 0.0 | 2.6
COc1cc(OC)cc(C(=O)Nc2cccc(NC(C)=O)c2)c1 | -1.7 | -1.7 | -2.6 | -1.2 | 0.5 | -0.7 | -0.8 | -2.9 | -1.3 | -0.3 | 3.5
CCOC(=O)N1CCN(C(=O)c2cc3c(s2)-c2ccccc2OC3)CC1 | i | -1.9 | -0.9 | 8.9 | 1.2 | -0.1 | 4.6 | i | 0.9 | 0.4 | -3.0
CS(=O)(=O)N(CC(=O)Nc1ccccc1C(=O)N1CCCC1)c1ccc2c(c1)OCO2 | 4.3 | -1.5 | -4.8 | -0.6 | -2.0 | -0.4 | -2.2 | 8.0 | 3.2 | 0.2 | 0.6

Sorted by length of the SMILES (highest first): some entries from above
SMILES | ADAM10 inh | ssDAF12 agonist | SMARCA2 activ | NPR1 activator | DAX1 inh-1 | hcDAF-12 act | PG9 Ab binder | ADAM17 inh | hgDAF-12 ag | DAX1 inh-2 | GAA850 FXN act
CCOC(=O)N1CCN(C(=O)c2cc3c(s2)-c2ccccc2OC3)CC1 | i | -1.9 | -0.9 | 8.9 | 1.2 | -0.1 | 4.6 | i | 0.9 | 0.4 | -3.0
CCOc1ccc(CC(=O)C2C(=O)CC(C)(C)CC2=O)cc1OCC | -1.8 | -0.1 | -3.0 | -0.3 | 4.4* | 0.0 | 0.4 | 4.5 | -0.7 | 0.6 | 0.9
CC(NC(C(=O)c1ccccc1)c1ccccc1)c1ccccc1 (configuration not stated) | -2.4 | -0.8 | 3.8 | -16.4 | -0.7 | 0.0 | -1.2 | -0.6 | 1.2 | -0.7 | 0.0

Source: PubChem
